Source: PubChem
TRPC6 activator – activators of mouse TRPC6 channel; HEK293-TRPC6 membrane potential dye fluorescence; hits give high values; B-score at 10 µM; 0.13% of 310,000 active; AID 2550;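 active = B-score of the integrated fluorescence ratio above library mean plus 3 SD, and starting fluorescence ratio within library mean plus 5 SD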;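 note: higher score means more depolarization so channel activation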
Target sequence (Q61143 whole entry, looked up): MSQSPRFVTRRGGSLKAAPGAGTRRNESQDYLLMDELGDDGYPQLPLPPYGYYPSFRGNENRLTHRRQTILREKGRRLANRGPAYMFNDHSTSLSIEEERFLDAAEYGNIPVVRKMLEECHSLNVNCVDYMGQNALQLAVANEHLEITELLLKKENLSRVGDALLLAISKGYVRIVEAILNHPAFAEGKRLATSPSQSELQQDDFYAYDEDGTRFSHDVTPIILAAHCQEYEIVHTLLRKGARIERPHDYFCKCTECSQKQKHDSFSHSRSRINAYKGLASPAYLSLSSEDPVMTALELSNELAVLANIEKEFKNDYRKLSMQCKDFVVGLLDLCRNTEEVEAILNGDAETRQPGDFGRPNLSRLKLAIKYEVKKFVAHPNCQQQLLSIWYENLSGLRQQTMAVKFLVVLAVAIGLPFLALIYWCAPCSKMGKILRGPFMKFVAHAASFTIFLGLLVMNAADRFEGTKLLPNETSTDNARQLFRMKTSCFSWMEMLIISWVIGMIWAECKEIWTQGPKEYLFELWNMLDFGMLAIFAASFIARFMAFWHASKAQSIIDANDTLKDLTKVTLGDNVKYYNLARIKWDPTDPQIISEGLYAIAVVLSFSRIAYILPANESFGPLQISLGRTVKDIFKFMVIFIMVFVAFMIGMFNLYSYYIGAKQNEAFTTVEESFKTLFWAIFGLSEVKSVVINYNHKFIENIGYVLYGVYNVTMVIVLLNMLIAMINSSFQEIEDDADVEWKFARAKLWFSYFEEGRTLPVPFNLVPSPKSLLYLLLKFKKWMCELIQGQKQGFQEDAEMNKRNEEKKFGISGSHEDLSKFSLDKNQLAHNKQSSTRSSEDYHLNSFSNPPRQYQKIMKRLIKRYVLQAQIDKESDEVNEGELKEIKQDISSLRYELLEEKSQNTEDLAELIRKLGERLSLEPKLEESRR
MrgX1 ag – agonists of human MrgX1 receptor; Q96LB2; MrgX1-HEK293 cells, Fluo-4 calcium fluorescence, agonist mode; hits give high values; B-score at 10 µM; 0.44% of 310,000 active; AID 588627;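 active = calcium response B-score plate-corrected fluorescence ratio at least 3 library SD, with starting fluorescence B-score inside 5 SD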
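Assay system: stable human MrgX1 HEK293 cell line. Quantity: 15,000 cells per well. Schedule: cells plated overnight, dye loaded 0.5 h 37 °C, 0.5 h room temperature. Detection: Fluo-4 NW calcium-flux fluorescence, kinetic read. Read-out basis: peak-minus-minimum fluorescence over baseline, converted to B scores. Control set: positive and negative control wells on each plate.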
RGS4 inh – inhibitors of human RGS4; HEK293 M3R/RGS4 inducible, Fluo-4 calcium flux; hits give high values; triggered by carbachol at its EC20; AID 463165; B-score at 10 µM; 0.45% of 310,000 active;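 active = B-score, a plate-corrected calcium signal, over three deviations above library mean, with baseline fluorescence within five deviations of library mean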;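 note: RGS4 expression induced by doxycycline in cells with stable M3 receptor; B-score is computed from the integrated fluorescence ratio over baseline after carbachol; higher B-score means a larger calcium signal and so more RGS4 inhibition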
Target sequence (P49798 whole entry, looked up): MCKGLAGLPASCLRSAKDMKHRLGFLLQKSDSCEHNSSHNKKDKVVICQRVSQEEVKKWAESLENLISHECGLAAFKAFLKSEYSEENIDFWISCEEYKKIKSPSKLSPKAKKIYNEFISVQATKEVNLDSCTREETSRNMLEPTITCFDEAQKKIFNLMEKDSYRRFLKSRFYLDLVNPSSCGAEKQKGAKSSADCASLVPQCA
MrgX1 antagonist – antagonists of human MrgX1 receptor. Q96LB2. MRGX1-HEK293 calcium flux, Fluo-4, BAM8-22 antagonism; hits give low values. 1.3% of 310,000 active. B-score at 10 µM;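 active = calcium-response B-score plate-corrected more than 3 library SD below zero, starting fluorescence within 5 deviations, no agonist response on first addition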;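 note: peak minus trough fluorescence over baseline after final BAM8-22 challenge near maximal dose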
Platelet DG rel – modulates dense granule release in human platelets. 0.22% of 300,000 active. inhibition, %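 (compounds screened at 7.5 µM in platelet-rich plasma)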. human platelet-rich plasma, SFLLRN dense granule ATP release, luminescence;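 active = mean replicate score, as percent of positive control, at or above 50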
MrgX1 allo act – human MrgX1 positive allosteric modulation, primary screen; 0.63% of 310,000 active; Q96LB2; B-score at 10 µM; MrgX1-HEK293, Fluo-4 calcium flux, FDSS; hits give high values;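 active = plate-corrected calcium response at least 3 library SD above typical, normal starting fluorescence, not activating the receptor alone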;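 note: compound read alongside a low EC10 to EC30 dose of BAM8-22 agonist; peak minus trough fluorescence over baseline measured at the second addition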
SKKanGAS inh – blocks kanamycin growth of S. pyogenes SKKanGAS strain; inhibition, % at 7.5 µM; 1.3% of 300,000 active; BacTiter-Glo, 6 h;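 active = mean replicate score, as percent of positive control median, at least 50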;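 note: strain carries kanamycin resistance gene driven by streptokinase promoter and grows in 40 µg/ml kanamycin; loss of luminescence reflects streptokinase promoter inhibition or plain growth inhibition; 0% = median of DMSO wells and 100% = positive control at its reference dose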
TRPC4 block – TRPC4 (mouse) channel inhibition | Q9QUQ5 | HEK293 TRPC4beta/mu-opioid, DAMGO-evoked Fluo4 calcium flux; hits give low values | B-score at 10 µM | 0.39% of 300,000 active;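 active = B-score over 3 SD under the library average, no early fluorescence shift, positive overall ratio signal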
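Signal: kinetic Fluo4 fluorescence imaging of calcium influx. Material: stable TRPC4beta/mu-opioid receptor HEK293 cells. Probe or stimulus: DAMGO in two steps, submaximal then maximal.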
RGS4 pot – potentiators or activators of RGS4; HEK293 M3R/inducible RGS4, carbachol calcium flux Fluo4; hits give low values; B-score at 10 µM; 0.92% of 310,000 active; AID 463111;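 active = B-score of the integrated calcium signal more than 4 SD below the library mean, with starting fluorescence not abnormally high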;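 note: negative B-score means reduced calcium response which marks RGS4 activation or potentiation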
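Detection: kinetic calcium fluorescence imaging with Fluo4-AM dye, 2 µM / Material: HEK293 cells with stable M3R and inducible RGS4 / Schedule: recording 10 s baseline at 1 Hz, 100 s post-agonist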
TRPC6 inhibitor – inhibitors of mouse TRPC6 channel; HEK293-TRPC6, membrane potential dye, ACh-evoked depolarization; hits give low values; AID 2553; 1.1% of 310,000 active; Q61143; B-score at 10 µM;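 active = B-score under library mean minus 3 SD, initial fluorescence not abnormally high, positive integrated signal ratio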;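 note: B-score derived from integrated fluorescence ratio over the kinetic read; more negative B-score means stronger inhibition of depolarization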
HIF activator – HIF pathway transcriptional activation; 0.32% of 300,000 active; activation, % at 7.5 µM (by protocol); AID 1910; U2OS HRE-luciferase reporter, luminescence; normalized: DMSO 0%, desferrioxamine 100%;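 active = mean activation of at least 10% of the iron chelator positive control signal, with at least half of replicates also reaching 10%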
The depositor's hits bear a star; i = inactive; x = not tested or not shown.

SMILES	TRPC6 activator	MrgX1 ag	RGS4 inh	MrgX1 antagonist	Platelet DG rel	MrgX1 allo act	SKKanGAS inh	TRPC4 block	RGS4 pot	TRPC6 inhibitor	HIF activator
O=C(COc1cccnc1[N+](=O)[O-])NCCc1ccccc1	i	i	i	i	7.5	i	3.5	i	i	i	0.2
O=C(Nc1cccnc1)c1cnn2cccnc12	i	i	i	i	-0.8	i	11.4	i	i	-5.16*	0.2
COCCNC(=S)NC1CC2CCC(C1)N2Cc1ccccc1 (centres undefined)	i	i	i	i	-2.1	i	-1.9	i	i	i	-0.2
CCOC(=O)c1ccc(NS(=O)(=O)c2c(N)[nH]c(=O)[nH]c2=O)cc1	i	i	i	i	-3.3	i	1.1	i	i	i	0.4
O=C(CN1CCN(C/C=C/c2ccccc2)CC1)Nc1ccc(F)cc1F	i	i	i	i	2.9	i	2.6	i	i	i	-0.4
Cc1nn(C)c(C(=O)NCc2ccc(Cl)cc2)c1Cl	i	i	i	i	-4.5	i	-9.3	i	i	i	0.2
COC(=O)c1ccc(C(=O)OC)c(NC(=S)N2CC(C)CC(C)C2)c1 (centres undefined)	i	i	i	i	-5.9	i	-0.3	i	i	i	0.0
CC(=O)N=C1SC2CS(=O)(=O)CC2N1c1c(Cl)cccc1Cl (centres undefined)	i	i	i	i	x	i	x	i	i	i	x
CCCCn1c(N)c(Sc2ccc([N+](=O)[O-])cc2)c(=O)[nH]c1=O	i	i	i	i	12.8	i	2.2	i	i	i	-6.9
O=C(CN1CCN(c2ccc(Cl)cc2[N+](=O)[O-])CC1)N1CCOCC1	i	i	i	i	1.5	i	1.2	i	i	i	-0.1
CCC(=O)N1CCN(c2ccc(NC(=O)c3ccc([N+](=O)[O-])o3)cc2)CC1	i	x	i	x	4.7	x	11.6	i	i	i	-7.6
CCc1nnc(NC(=O)C2CCCN(S(=O)(=O)c3ccc(OC)cc3)C2)s1 (centres undefined)	i	i	i	i	4.3	i	-2.9	i	i	i	-0.1
COc1ccc(NC(=S)NCc2ccccn2)cc1OC	i	i	i	i	-1.7	i	-5.0	i	i	i	2.5
COc1cc(OC)cc(C(=O)N2CCN(c3ccccn3)CC2)c1	i	i	i	i	0.7	i	2.1	i	i	i	-0.2
O=C(/C=C/c1ccc(Br)cc1)c1ccco1	i	i	i	i	0.9	i	-2.7	i	i	i	1.2
Cc1ccc(CS(=O)(=O)c2cn(CC(=O)N3CCOCC3)c3ccccc23)cc1	i	i	i	i	-2.8	i	1.8	i	i	i	0.2
C=C(C)CNC(=S)NNC(=O)c1ccncc1	i	i	i	i	6.5	i	-2.4	i	i	i	0.0
Cc1ccc(OCC(=O)Nc2ccc(-c3nc4ncccc4o3)cc2)cc1	i	i	i	i	1.6	i	-0.6	i	i	i	1.0
O=C(CSc1nccc(=O)[nH]1)Nc1ccc(F)c([N+](=O)[O-])c1	i	i	i	i	-1.8	i	4.0	i	i	i	0.4
COc1cc(CC(=O)Nc2ccc(S(=O)(=O)Nc3ncccn3)cc2)cc(OC)c1OC	i	i	i	i	-10.2	i	8.3	i	i	i	-0.4
O=C(CN(Cc1ccccc1)C(=O)CCC(=O)Nc1ccccn1)NCc1ccco1	i	i	i	i	-1.2	i	-1.5	i	i	i	0.0
O=C(CCNS(=O)(=O)c1ccc(Br)s1)NCc1ccccc1	i	i	i	i	-6.1	i	-12.8	i	i	i	0.0
COC(=O)c1c(N=CN(C)C)c(C#N)c2n1CCCC2	i	i	i	i	1.1	i	1.0	i	i	i	-0.4
O=C(Nn1c(-c2ccc(Br)cc2)nc2ccccc2c1=O)c1cccnc1	i	i	i	i	2.5	i	-1.4	i	i	i	0.0
O=C(O)C1CCCN1C(=O)OCc1ccccc1 (centres undefined)	i	i	i	i	-1.3	i	0.5	i	i	i	0.1

Continued.
SMILES	TRPC6 activator	MrgX1 ag	RGS4 inh	MrgX1 antagonist	Platelet DG rel	MrgX1 allo act	SKKanGAS inh	TRPC4 block	RGS4 pot	TRPC6 inhibitor	HIF activator
Cc1ccccc1-c1nc(CS(=O)(=O)CC(=O)NC2CCCC2)c(C)o1	i	i	i	i	-3.8	i	-5.3	i	i	i	-0.1
COc1ccccc1NC(=O)NNC(=O)c1ccc2ccccc2c1	i	i	i	i	16.8	i	-4.0	i	i	i	-0.1
CCN1C(=O)N[C@@H](c2cccc(C(F)(F)F)c2)[C@H](C(=O)OC)[C@H]1C	i	i	i	i	-8.5	i	9.3	i	i	i	-1.0
O=C(NN1C(=O)C2C3c4ccccc4C(c4ccccc43)[C@@H]2C1=O)c1ccccc1 (some centres undefined)	i	i	i	i	8.9	i	4.1	i	i	i	-0.6
O=C(NCC1CCCN1S(=O)(=O)c1cccs1)c1ccc(F)cc1 (centres undefined)	i	i	i	i	11.1	i	-1.8	i	i	i	-0.3
O=C(CC1SC(N2CCCC2)=NC1=O)Nc1ccc(C(=O)Nc2ccccc2)cc1 (centres undefined)	i	i	i	i	17.9	i	-9.0	i	i	i	-0.4
O=C(NCc1ccco1)c1ccc(Cn2c(=S)[nH]c3ccccc3c2=O)cc1	i	i	i	i	0.0	i	16.5	i	i	i	0.1
CCS(=O)(=O)n1nc(-c2ccccc2)cc1N	i	i	i	i	19.5	i	-3.6	i	i	i	0.0
CCCCn1nc(C(=O)Nc2cc(S(=O)(=O)N(C)C)ccc2C)c2ccccc2c1=O	i	i	i	i	2.2	i	6.8	i	i	i	0.2
CCn1c(COc2ccc(C(C)C)cc2)nnc1SCC(=O)Nc1nccs1	i	i	i	-7.57*	1.4	i	-4.4	i	i	i	0.7
COc1cnc(-c2ccccn2)nc1Oc1c(C)cccc1C	i	i	i	i	-0.9	i	56.8*	i	i	i	-1.5
Cc1cccc(C(=O)NC(NCc2ccco2)C(Cl)(Cl)Cl)c1 (centres undefined)	i	i	i	i	0.6	i	2.1	i	i	i	-0.3
COc1ccc2c(C)c(Cc3ccccc3)c(=O)oc2c1OC	i	i	i	i	6.1	i	5.6	i	i	i	-0.4
CN(C)CCCNC(=O)CCc1ncc(C(F)(F)F)cc1Cl	i	i	i	i	-8.7	i	-2.6	i	i	i	-0.4
COc1ccc(CCn2c(-c3ccccc3)nc3c(c(=O)c4ccccc4n3C)c2=O)cc1	i	i	i	i	-1.2	i	23.0	i	i	i	0.0
Cc1oc(-c2cccs2)nc1CSCC(=O)NC1CC1	i	i	i	i	2.5	i	0.7	i	i	i	-0.6
c1ccc(-c2csc(Nc3ccc4c(c3)OCCO4)n2)cc1	i	i	i	i	2.8	i	-1.5	i	i	i	-15.7
Cc1ccccc1C(=O)Nc1nc2n(n1)C(c1ccccc1)CC(=O)N2 (centres undefined)	i	i	i	i	7.4	i	1.6	i	i	i	0.2
CC(=O)Nc1ccc(-c2ccc(NC(C)=O)cc2)cc1	i	i	i	i	3.0	i	12.4	i	i	i	0.6
COc1cc(NS(=O)(=O)c2ccc(NC(=O)c3ccco3)cc2)nc(OC)n1	i	i	i	i	8.6	i	-8.7	i	i	i	0.2
O=C(CN1C(=O)c2ccccc2C1=O)NN1C(=O)c2ccccc2C1=O	i	i	i	i	-0.9	i	-7.9	i	i	i	0.1
Cc1noc(N)c1C(=O)Nc1ccccc1F	i	i	i	i	3.2	i	-2.4	i	i	i	-0.7
COC(=O)c1sc2nc(N3CCCCC3)c3c(c2c1N)CCCC3	i	i	i	i	2.0	6.87*	13.0	i	i	i	-0.1
CCOC(=O)N1CCN(c2nc3ccccc3nc2C(C#N)C(=O)NCCc2ccccc2)CC1 (centres undefined)	i	i	i	i	-2.4	i	14.8	i	i	i	-0.2
NC(=O)C1CCN(C(=O)Cc2ccsc2)CC1	i	i	i	i	-8.8	i	-17.8	i	i	i	-0.2

(more compounds)
SMILES	TRPC6 activator	MrgX1 ag	RGS4 inh	MrgX1 antagonist	Platelet DG rel	MrgX1 allo act	SKKanGAS inh	TRPC4 block	RGS4 pot	TRPC6 inhibitor	HIF activator
N#Cc1cc2c(nc1SCC(=O)N1CCCCC1)CCCCC2	i	i	i	i	-7.7	i	-2.3	i	i	i	-0.3
O=C(CN1C(=O)NC2(CCCCCC2)C1=O)N1CCN(S(=O)(=O)c2ccccc2)CC1	i	i	i	i	-7.3	i	-7.1	i	i	i	0.2
COc1ccc(NC(=O)CCNC(=O)C2CCN(S(=O)(=O)c3ccc(OC)cc3)CC2)cc1	i	i	i	i	-3.9	i	-0.1	i	i	i	0.7
O=S(=O)(NCc1ccc(Cl)cc1)c1cnc[nH]1	i	i	i	i	7.6	i	-5.2	i	i	i	-0.3
Cc1ccc(C(=O)NCCc2nnc(SCC(=O)Nc3nc(-c4ccccc4)cs3)n2C)cc1	i	i	i	i	0.8	i	5.0	i	i	i	0.4
CCOc1ccc(Oc2c(/C=N/NC(=O)C3CC3)c(C)nn2-c2ccccc2)cc1	i	i	i	i	4.4	i	0.9	i	i	i	-0.4
CCOC(=O)c1ccc(N=Cc2c(O)c3ccccc3oc2=O)cc1	i	i	i	i	-5.9	i	6.9	i	i	i	-2.8
CCOc1ccc(NCc2cccn2-c2nnc(N3CCC(C(=O)NCCCN4CC(C)CC(C)C4)CC3)s2)cc1 (centres undefined)	i	i	i	i	-1.5	i	-3.4	i	i	i	-0.5
COc1ccccc1CNC(=O)[C@H](NC(=O)C1CCN(C(=O)[C@@H](N)CCSC)CC1)C(C)C	i	i	i	i	-0.7	i	0.0	i	i	i	0.1
N#Cc1c(-c2ccco2)cc(-c2ccc(F)cc2)nc1N	i	i	6.32*	i	0.2	i	-1.4	i	i	i	0.0
CC(=O)Nc1ccc2c(c1)CCC2=O	i	i	i	i	-8.2	i	-4.8	i	i	i	x
CCc1ccc(/C=C(\C)C(=O)c2c(C)cc(C)[nH]c2=O)cc1	i	i	i	i	12.5	i	3.1	i	i	i	-0.2
O=C(CC(n1cncn1)C(Cl)(Cl)Cl)c1ccc([N+](=O)[O-])cc1 (centres undefined)	i	i	i	i	6.0	i	14.4	i	i	i	-0.6
Cc1cccc(N(CC(=O)NC2CCCC2)C(=O)CCC(=O)Nc2nc(C)cs2)c1	i	i	i	i	-1.5	i	0.1	i	i	i	-0.6
CCc1nc2ccccc2c(C(=O)OC2CCCCC2=O)c1C (centres undefined)	i	i	i	i	-0.5	i	-3.3	i	i	i	-0.6
CN(c1cccc(NC(=O)c2ccc(C(C)(C)C)cc2)c1)S(C)(=O)=O	i	i	i	i	1.0	i	-5.6	i	i	i	0.2
O=C(CCc1nc(-c2ccccc2)no1)NCc1ccco1	i	i	i	i	x	i	x	i	i	i	x
CN1C(=O)/C(=C/c2ccc(OCc3ccccc3F)cc2)N(C)C1=S	i	i	i	i	-8.7	i	-5.2	i	i	i	0.3
